# DT40 TDP1 no CPT: qHTS for Inhibitors of human tyrosyl-DNA phosphodiesterase 1 (TDP1): qHTS in cells in absence of CPT; Potency, µM (highest dose often 46.2 µM), for inactives: at the top dose activity change, negative = growth inhibition, actives largely listed as inhibitors; AID 686978, 2013; hit rate 15% among 420,000; DT40 Tdp1-/- hTDP1 cells, no CPT, ATP luminescence, 48 h; note: nearly all actives have a fitted effect of over 55% in size
#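 Readout: luminescence from CellTiter-Glo after 30 min in the dark at RT. Cells: DT40 Tdp1-/- with stable hTDP1, 400/well. Exposure: compounds alone, ≥48 hr, 37 °C.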
# KAT2A inh: inhibitors of human GCN5L2 histone acetyltransferase; hit rate 0.21% among 390,000; Q92830; AID 504327; Potency, µM (series often up to 58.9 µM), without a hit: at the highest dose activity change, negative = inhibition, actives largely listed as inhibitors; GCN5L2 HAT assay, ThioGlo1 CoA-SH fluorescence
# Target sequence (Q92830 whole entry, looked up): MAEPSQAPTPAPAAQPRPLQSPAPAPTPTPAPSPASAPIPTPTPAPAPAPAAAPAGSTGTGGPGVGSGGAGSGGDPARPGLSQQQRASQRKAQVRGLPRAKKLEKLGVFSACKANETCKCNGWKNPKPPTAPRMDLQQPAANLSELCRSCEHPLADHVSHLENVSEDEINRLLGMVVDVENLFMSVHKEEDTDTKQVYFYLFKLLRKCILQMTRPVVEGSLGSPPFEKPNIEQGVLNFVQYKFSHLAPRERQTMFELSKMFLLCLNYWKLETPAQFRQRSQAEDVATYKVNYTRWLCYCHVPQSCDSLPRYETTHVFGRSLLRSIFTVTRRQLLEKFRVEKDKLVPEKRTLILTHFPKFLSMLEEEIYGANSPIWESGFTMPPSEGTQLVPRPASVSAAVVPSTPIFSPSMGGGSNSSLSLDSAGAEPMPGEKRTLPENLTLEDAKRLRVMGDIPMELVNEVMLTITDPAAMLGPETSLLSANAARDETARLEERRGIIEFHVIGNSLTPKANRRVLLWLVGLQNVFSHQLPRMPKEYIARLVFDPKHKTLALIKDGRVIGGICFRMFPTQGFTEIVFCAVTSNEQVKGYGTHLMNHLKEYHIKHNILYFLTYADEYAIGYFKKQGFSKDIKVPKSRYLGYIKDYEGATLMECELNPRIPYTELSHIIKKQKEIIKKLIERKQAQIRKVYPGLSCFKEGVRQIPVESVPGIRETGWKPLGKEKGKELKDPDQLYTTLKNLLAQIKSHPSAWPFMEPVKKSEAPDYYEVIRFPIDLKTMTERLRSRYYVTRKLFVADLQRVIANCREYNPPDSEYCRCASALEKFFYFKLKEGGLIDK
#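 Compounds, pin-transferred from DMSO stocks, meet 20nM GCN5L2 for 15 min before the reaction begins with H3(1-25) peptide (75uM) and acetyl-CoA (70uM). Thiol-reactive ThioGlo1 reports CoA release over 20 min at room temperature.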
# TDP1 cell CPT: DT40-hTDP1 cell growth loss with CPT; chicken DT40 Tdp1-/-;hTDP1 cells + 20 nM CPT, ATP luminescence, 48 h; hit rate 12% among 420,000; Potency, µM (series often up to 46.2 µM), without a hit: top-dose activity change, negative = growth inhibition, actives largely listed as inhibitors; note: nearly all actives have a fitted effect of over 55% in size
#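 Chicken DT40 Tdp1-/- cells stably complemented with human TDP1 were seeded at 400 cells/well in medium containing 20 nM camptothecin, exposed to pin-transferred compounds, and grown at 37 °C for at least 48 hr. Viability was read as ATP luminescence.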
# * marks the source's active call; other numbers are inactive results; ? = inconclusive; nt = not tested or not shown; & = joins results of further samples; ! = a repeat was not active; [ ] = another dose, or the depositor's remark. Calls come from the whole dose curve; as a rule, active = well fitted curve in the direction sought with a large enough effect; inconclusive = small, poorly fitted or top-dose-only effect, or another doubt; inactive = no such curve, though single readings can be large; an effect the other way counts as inactive or inconclusive. % is set by controls: 0 for no effect and ±100 for the full control effect; potency is the fitted concentration of half-maximal effect.
molecule | KAT2A inh | DT40 TDP1 no CPT | TDP1 cell CPT
CCN1CCN(S(=O)(=O)c2ccc(Cl)c(C(=O)NC(C)c3ccccc3Cl)c2)CC1 (stereo not given) | -4% | ? | -8%
N#Cc1ccc(-c2nc3ccc(Br)cn3c2Cc2ccccc2C(F)(F)F)cc1 | nt | ? | ?
COc1ccc(C(CNC(=O)C2CCN(S(=O)(=O)c3ccc(F)cc3)CC2)N(C)C)cc1 (stereo not given) | -19% | -5% | 6%
CN(C)CCNC(=O)c1cc2c(s1)-c1ccc(Cl)cc1SC2 | -1% | 8.2µM* | 2.6µM*
N#Cc1ccc(CN2CCCC3(CCN(S(=O)(=O)c4ccccc4)CC3)C2)cc1 | -8% | ? | ?
CC(C)Oc1cccc(C(=O)C2CCCN(Cc3ccc4nonc4c3)C2)c1 (stereo not given) | -17% | -9% | -15%
CCN(CC(=O)Nc1c(F)cccc1F)C(=O)CSc1nc2ccccc2o1 | -6% | -22% | -1%
COC(=O)C1CCN(c2csc3ccc(Cl)cc3c2=O)CC1 | 12% | -21% | -29%
Fc1ccc(NCc2nnc(SCc3nnc(-c4ccccc4)o3)n2CC2CCCO2)cc1 (stereo not given) | -22% | -13% | -3%
O=C1C2C(c3cccc(/C=C/c4ccccc4)c3)CC=CC2C(c2ccc3ccccc3c2)N1Cc1ccccc1 (stereo not given) | -4% | 16µM* | ?
Cn1nc(C(F)(F)F)c(-c2ccc(F)cc2)c1NC(=O)Nc1ccc(F)cc1 | -3% | 15µM* | 16µM*
Cc1nnc(NC(=O)CSCc2ccccc2)s1 | -6% | 1% | 2%
CC(Oc1ccc(Br)cc1Cl)C(=O)Nc1ccncc1 (stereo not given) | -7% | 5.2µM* | 8.2µM*
O=c1c2ccccc2[nH]c2ccc(F)cc12 | -6% | 9.2µM* | 21µM*
CC(C)CC(=O)c1c[nH]c(C(=O)NCC2CCCO2)c1 (stereo not given) | -3% | -2% | -5%
COc1ccc(CCN(C(=O)/C=C/C(=O)O)C2CC(=O)N(c3ccccc3)C2=O)cc1 (stereo not given) | 38%[activator] | -1% | 5%
COc1cccc(C(NC(=O)C2CCN(CCCOc3ccccc3)CC2)c2ccccn2)c1 (stereo not given) | nt | -19% | ?
COc1ccc(S(=O)(=O)NCCCCNS(=O)(=O)c2ccc(OC)cc2)cc1 | -6% | -17% | -11%
CC(=O)c1ccc(N2CCN(c3ncc(C(F)(F)F)cc3Cl)CC2)cc1 | 0% | 29µM* | ?
CCOc1cc(/C=N/NC(=O)C2CCCC2)ccc1O | -26% | 3% | -6%
CCCCOc1ccc(C(=O)Nc2ccncc2)cc1 | -3% | 2.6µM* | 5.2µM*
CC(OC(=O)CC1CCCCC1)C(=O)Nc1cccc(C#N)c1 (stereo not given) | -1% | ? | ?
CC1=NN(c2ccccc2)C(=O)/C1=C\c1cn(-c2ccccc2)nc1C | -6% | -14% | ?
CCc1nnc(NC(=O)[C@@H]2CCCN2S(=O)(=O)c2ccc3c(c2)OCCO3)s1 | -2% | -26% | -3%
O=C(NCCCN1CCCC1=O)c1cc(COc2ccc(F)cc2F)on1 | -13% | 12% | 8%
COc1ccccc1NS(=O)(=O)c1ccc(N2CCOCC2)c(NC(=O)c2ccco2)c1 | -10% | -29% | -4%
O=C(CCc1nc(-c2ccccc2Cl)no1)Nc1cccnc1 | -6% | ? | 21µM*
O=C1NC(=O)/C(=C\c2ccc(Sc3ccc(Cl)cc3)o2)N1 | -8% | -24% | -12%
CC(/C=C/c1ccccc1)=N\NC(N)=S | -1% | 21µM* | 18µM*
CCN(CC(=O)Nc1cc(Cl)ccc1C)C(=O)c1ccc2c(c1)NC(=O)C(C)S2 (stereo not given) | -8% | ? | ?

# 4 records picked at random from the list so far, as already listed:
molecule | KAT2A inh | DT40 TDP1 no CPT | TDP1 cell CPT
CC(C)CC(=O)c1c[nH]c(C(=O)NCC2CCCO2)c1 (stereo not given) | -3% | -2% | -5%
CC(Oc1ccc(Br)cc1Cl)C(=O)Nc1ccncc1 (stereo not given) | -7% | 5.2µM* | 8.2µM*
O=C(CCc1nc(-c2ccccc2Cl)no1)Nc1cccnc1 | -6% | ? | 21µM*
Fc1ccc(NCc2nnc(SCc3nnc(-c4ccccc4)o3)n2CC2CCCO2)cc1 (stereo not given) | -22% | -13% | -3%

# Continuation:
molecule | KAT2A inh | DT40 TDP1 no CPT | TDP1 cell CPT
CCOC(=O)c1sc(N2C(=O)c3oc4ccccc4c(=O)c3C2c2ccc(C(C)(C)C)cc2)nc1C (stereo not given) | -4% | 0% | 7%
Cc1ccccc1SCC(=O)NCCCn1ccnc1 | -4% | -1% | 11%
O=S(=O)(CC(O)COc1ccc(Br)cc1)c1ccccc1 (stereo not given) | -3% | ? | ?
COc1ccc(S(=O)(=O)N(C)CC(=O)NCc2ccccc2)cc1OC | -2% | 6% | 20%
O=C(NCc1ccccc1)c1onc(CSc2ccc(F)cc2)c1C(=O)NCc1ccccc1 | nt | ? | 18µM*
COc1ccccc1N(C)S(=O)(=O)c1ccc(Cl)c(C(=O)Nc2ccccc2N2CCOCC2)c1 | nt | 1.5µM* | 3.7µM*
Cc1cc(C)cc(Nc2cc(C)nc3nc(C)nn23)c1 | -8% | -15% | ?
Cc1cccc(OCC(O)CNC(=O)c2ccccc2C(=O)O)c1 (stereo not given) | nt | -18% | 13%
COc1ccc(Cl)cc1NC(=O)CSc1nnc(-c2ccco2)o1 | -6% | 2% | 1%
O=C(NC1CC(=O)N(c2ccccc2)C1)c1ccc(S(=O)(=O)N2CCCC2)cc1 (stereo not given) | 4% | ? | ?
C/C(=N\NC(=O)c1n[nH]c2c1CCC2)c1cccs1 | 0% | -4% | 1%
c1ccc2c(NCCN3CCOCC3)nc(-c3ccc4c(c3)OCO4)nc2c1 | -16% | ? | ?
COCC(C)NC(=O)c1cccc([N+](=O)[O-])c1 (stereo not given) | -4% | -9% | 17%
Nc1c(Cl)ncnc1N/N=C/c1ccccn1 | -6% | 0.021µM* | 0.018µM*
COc1ccc(N2C(=O)[C@@H]3C[C@H]2CN3Cc2cccn2-c2nccs2)cc1Cl | nt | ? | 7%
COc1ccccc1-c1cc(C(=O)N/N=C\c2cn(C)nc2C)c2ccccc2n1 | 1% | 13µM* | ?
Cc1csc2nc(COC(=O)c3ccc(Cl)c([N+](=O)[O-])c3)cc(=O)n12 | -2% | ? | ?
Cc1ccc(NC(=O)C2(S(=O)(=O)c3ccc(Cl)cc3)CC2)cc1 | -4% | -18% | 1%
COc1ccc(S(=O)(=O)N2CCCC(C(=O)NCC3CCCO3)C2)cc1OC (stereo not given) | 4% | 0% | -1%
CCc1c(-c2cccc(OC)c2)ncn1Cc1cccc(-c2ccccc2)c1 | nt | 8.2µM* | 6.5µM*
CC(=O)Nc1ccccc1OCc1cc(=O)n2c(C)csc2n1 | -8% | ? | -17%
CCOC(=O)[C@]12Cc3c(cc(OC)c(OC)c3OC)[C@H]1N(Cc1ccccc1)C(=O)c1cc(OC)ccc12 | nt | 13µM* | ?
CCCCn1c(N)c(N(CCOC)C(=O)COC(=O)Cc2cccc(OC)c2)c(=O)[nH]c1=O | 4% | -1% | 11%
CCN1CCN(c2nc3c(C)cccn3c(=O)c2/C=C(\C#N)S(=O)(=O)c2ccc(Cl)cc2)CC1 | -15% | -7% | -11%
O=C(CSc1nccc(-c2cccs2)n1)Nc1ccccc1 | -2% | -23% | -4%
N#Cc1cc([N+](=O)[O-])ccc1NC(=O)COC(=O)C1CC2CCCC(C1)C2=O (stereo not given) | -12% | ? | -10%
Nc1ccc2nc(-c3ccc(Cl)cc3)[nH]c2c1 | ? | 4.6µM* | 2.9µM*
COc1ccc(CC(=O)NCC(=O)NCc2cc(=O)n(C)c(=O)n2C)cc1 | 9% | 13% | 0%
O=C(NCCc1ccc(F)cc1)c1cc([N+](=O)[O-])ccc1N1CCOCC1 | -10% | 4% | 1%
Cc1ccc2nc(N(CCN(C)C)C(=O)c3cc(Cl)sc3Cl)sc2c1 | -1% | -17% | -28%
Cn1c(Cc2ccccc2)nnc1SCC(=O)N1CCCCC1 | -1% | -6% | -11%
CCCCCN(C(=O)CCC(=O)OCC(=O)N1CCCC(C)C1)c1c(N)n(CCCC)c(=O)[nH]c1=O (stereo not given) | 0% | 0% | -25%
NC(CSS(=O)(=O)O)=NCCC12CC3CC(CC(O)(C3)C1)C2 | -1% | 5% | 9%
CSc1ccc(CNC(=O)CN2C(=O)C3CCCCN3c3ccc(C(=O)N4CCCC4)cc32)cc1 (stereo not given) | 4% | ? | ?
CCc1ccc(N2CC(C(=O)NC3CC3)CC2=O)cc1 (stereo not given) | 0% | -3% | 15%
Cc1cc(C(=O)Nc2nnc(C(F)(F)F)s2)cs1 | -6% | -27% | ?
CC(=O)Nc1nnc(SCC(=O)N2CCc3ccccc32)s1 | 4% | -7% | -4%
COc1ccc(C2=NN(C(=O)CCC(=O)O)C(c3ccccc3)C2)cc1 (stereo not given) | -5% | 15% | -4%
CCOC(=O)C1(C)C(=O)CC2c3nc4ccccc4cc3CN2C1=O (stereo not given) | nt | ? | ?
CNC(=O)CN1C(=O)NC2(CCc3ccccc3C2)C1=O (stereo not given) | -10% | 1% | 13%
Cc1ccc(-c2c[n+](CC(=O)c3ccc(Br)cc3)c3n2CCCCC3)cc1 | -3% | 1.6µM* | 1.5µM*
Cc1ccc(OCC(=O)Nc2ccccc2-c2ccccc2)cc1 | -14% | ? | ?
COc1ccc(N(C(=O)C2COc3ccccc3O2)C(C(=O)NC2CCCCC2)c2ccccc2)cc1OC (stereo not given) | -3% | ? | ?
CCC1CN(C(=O)N2CCC(C(=O)NCCC3=CCCCC3)CC2)c2cc(C)ccc2O1 (stereo not given) | -11% | 15µM* | 15µM*
Cc1ccc(OCC(=O)NCCN2CCCC2)cc1 | -2% | -8% | 1%
CCOC(=O)C1C(=O)OC2(CCCCC2)C1C(=O)OCC (stereo not given) | 0% | 1% | 0%
COc1cccc(C=NCCNC(=O)c2nonc2N)c1O | -14% | -24% | -21%
O=C(c1ccc2c(c1)OCO2)N(c1ccccc1)C1C=CS(=O)(=O)C1 (stereo not given) | -12% | ? | -23%
COc1ccc(Cl)cc1C(=O)Nc1nc(C)cc(C)n1 | -13% | 1% | 4%
CCn1c(SCC(=O)NC(C)(C)C)nnc1-c1ccncc1 | 7% | 9% | -2%

# Gathered by group: the entries above containing a cyano group.
molecule | KAT2A inh | DT40 TDP1 no CPT | TDP1 cell CPT
N#Cc1ccc(-c2nc3ccc(Br)cn3c2Cc2ccccc2C(F)(F)F)cc1 | nt | ? | ?
N#Cc1ccc(CN2CCCC3(CCN(S(=O)(=O)c4ccccc4)CC3)C2)cc1 | -8% | ? | ?
CC(OC(=O)CC1CCCCC1)C(=O)Nc1cccc(C#N)c1 (stereo not given) | -1% | ? | ?
CCN1CCN(c2nc3c(C)cccn3c(=O)c2/C=C(\C#N)S(=O)(=O)c2ccc(Cl)cc2)CC1 | -15% | -7% | -11%
N#Cc1cc([N+](=O)[O-])ccc1NC(=O)COC(=O)C1CC2CCCC(C1)C2=O (stereo not given) | -12% | ? | -10%

# Carrying on.
molecule | KAT2A inh | DT40 TDP1 no CPT | TDP1 cell CPT
CCCCc1c(C)nc2c(OC)cccc2c1SCC(=O)O | 0% | -10%&-3% | 0%&-9%
CCOc1ccc(CN2CCNC(=O)C2CC(=O)NCC2CCOCC2)cc1 (stereo not given) | -12% | -3% | 2%
O=C(COc1ccc(F)cc1)N1CCc2ccccc2C1 | 3% | -18% | -6%
COCCN(C(=O)CCC(=O)Nc1ccccn1)C(C(=O)NC(C)C)c1ccc(Cl)cc1 (stereo not given) | -2% | -3% | -12%
COc1ccc(NC(=O)C(c2ccc(OC)cc2)N(C)C(=O)Cc2cccs2)cc1 (stereo not given) | -10%&-13% | -29%&6% | 23µM*!
CC(C)c1ccc(-c2nc3ccccc3s2)cc1 | -2% | -29% | -14%
CCOC(=O)N1CCN(C(=O)c2cc(Cl)c(Cl)cc2C(=O)O)CC1 | -2% | 2% | 10%
Cc1cccc(CSc2cn(CC(=O)N3CCCCCC3)c3ccccc23)c1 | -15% | ? | ?
CCOc1ccc(NC(=O)CCCc2nc(-c3cccc(OC)c3)no2)cc1 | -10% | 21µM* | ?
Cc1cc(C)c(NC(=O)CSc2nncn2-c2cccnc2)c(C)c1 | 1% | -20% | 25%
CCOC(=O)CNc1c(-c2ccc(O)cc2)nc2ccccn12 | ? | -27% | -27%
Cn1c(=O)c2c(nc(N3CCOCC3)n2CCNC2=NCCC2)n(C)c1=O | nt | -2% | -7%
CCCn1nc(Oc2nc(NCC)nc(NCC)n2)ccc1=O | -22% | ? | ?
CCOc1cc(C2NC(=O)NC2=O)ccc1O (stereo not given) | -2% | -8% | 2%
COCc1c(Br)c(C)nc(OCC(=O)O)c1C#N | -18% | -11% | 0%

# Screens from PubChem.
